# Assay outcomes: PubChem BioAssay, The Scripps Research Institute Molecular Screening Center
# TTR transcr act – activators of transthyretin transcription; SH-SY5Y TTR promoter Gaussia luciferase, luminescence; 100% = recombinant luciferase protein wells; activation, % at 16.7 µM; 1.3% of 92,000 active; AID 1117267;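 active = activation above the mean of all tested compounds plus 3 SD, cut at about 9.5% in these data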;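 also: cells exposed to compounds for one day before reading; 0% = median of all test compound wells on the plate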
# * = called active by the depositor. Not all compounds are listed; rates above refer to the full screens.
canonical_smiles	TTR transcr act
Cc1ccccc1-c1ccc(/C=C2/SC(N3CCOCC3)=NC2=O)o1	-0.9
COc1cc(NC(=O)c2ccccc2F)ccc1NC(=O)c1ccccc1Cl	1.3
O=C(OCc1cn(Cc2ccc(C(F)(F)F)cc2)nn1)N1CCOCC1	1.1
COc1ccc(CSCCNC(=S)Nc2ccccc2)cc1Cl	-3.2
CC(=NNC(=O)Cn1ccc(C(F)(F)F)n1)c1ccc(-n2ccnc2)cc1	5.8
COc1ccc(-n2cnc3c(sc4nc(N5CCOCC5)c5c(c43)CCCC5)c2=O)cc1	0.1
CCOc1ccccc1Nc1nc(N)nc(Cl)c1CC	-0.3
O=C(Nc1ccc2c(c1)OCO2)c1ccccn1	-0.7

# (next part)
canonical_smiles	TTR transcr act
COC(=O)c1c(NC(=O)CC2SC(N)=NC2=O)sc(C)c1C (stereo not drawn)	-0.8
Nc1nc2ncccc2cc1C(=O)c1c[nH]c2ccccc12	-0.8
CC(C)(CNC(=O)/C=C/c1ccc(F)cc1)CNC(=O)/C=C/c1ccc(F)cc1	-2.5
COC(=O)c1ccc(COC(=O)CCC(=O)c2cccs2)cc1	1.1
COc1ccc(CC(=O)n2[nH]c(=O)ccc2=O)cc1OC	-0.8
COC(=O)[C@]12CCCCC=C1N(CCc1ccc(OC)c(OC)c1)C(=O)[C@H](CC(=O)N1CCCCC1)C2	0.2
Cc1ccc(S(=O)(=O)Nc2cc3c(C(=O)Nc4ccccc4)c(C)oc3c3ccccc23)cc1	-0.9
O=C(O)C1CC1C(=O)N1CCN(c2ccc(Cl)c(Cl)c2)CC1 (stereo not drawn)	1.4

# The list goes on:
canonical_smiles	TTR transcr act
Cc1ccc(-n2ncc3c2CC(C)(C)CC3NC(=O)CCN2CCCCC2=O)cc1 (stereo not drawn)	1.4
CC1=CC2=NC(=O)/C(=C/c3cccn3Cc3ccccc3)C(=N)N2O1	0.6
O=C(C[n+]1ccc(/C=N/O)cc1)N(Cc1ccccc1)Cc1ccccc1	1.2
CCSc1cc(N2CCCC2)nc(-c2ccccc2Cl)n1	-0.9
Cc1nn(CC(=O)N2CCC(C)CC2)c(=O)c2nn(-c3ccccc3)c(C)c12	0.6
CC(C)CNS(=O)(=O)c1ccc(CCC(=O)N2CCN(Cc3ccc4c(c3)OCO4)CC2)cc1	-3.5
COc1cc2c(cc1NC(=O)CSc1ccccc1)oc1ccccc12	4.6
COc1cc(C(C(=O)NC2CCCCC2)N(Cc2ccco2)C(=O)c2cnccn2)cc(OC)c1OC (stereo not drawn)	0.4

# Next section:
canonical_smiles	TTR transcr act
O=[N+]([O-])c1cc(S(=O)(=O)Nc2ccccc2)ccc1Nc1ccccc1	-0.4
COc1ccc(Cc2nnc(Nc3ccccc3)s2)cc1Br	-0.6
Cc1nc(Nc2ccc(F)cc2)nc(Nc2ccc(F)cc2)c1[N+](=O)[O-]	5.3
CCCC(=O)Nc1nnc(-c2ccccc2)o1	-1.1
CCOc1ccc(-n2c(SCC(=O)Nc3ccc4c(c3)OCCO4)nc3c(c2=O)SCC3)cc1	-0.3
CCCC(=O)OCC1CN(Cc2ccco2)S(=O)(=O)c2c(F)cccc2O1 (stereo not drawn)	1.3
O=C(NNS(=O)(=O)c1ccc(Cl)cc1)c1sccc1-n1cccc1	2.9
COC(=O)c1ccc2nc(C3CCCCC3)c(Cc3cccc(Cl)c3)n2c1	-0.1

# Other entries:
canonical_smiles	TTR transcr act
CN1CCN(c2c(F)cc3c(=O)c(C(=O)O)cn4c3c2OCN4C)CC1	-1.3
CN(C)c1cc[n+](CC(=O)c2ccc(-c3ccccc3)cc2)cc1	-1.1
COc1ccc(Cn2ccc3ccc(-c4ccc5ccn(C(=O)c6ccccc6C)c5c4)cc32)cc1	-0.5
Cc1ccc(S(=O)(=O)NCc2ccc(C(=O)N3CCN(c4ccc([N+](=O)[O-])cc4)CC3)cc2)cc1	-6.0
O=C(C1CCCCC1)N1CCc2[nH]c3ccc(F)cc3c2C1	0.6
c1ccc(-c2ccc(CN3CCN(c4ncccn4)CC3)cc2)cc1	0.9
CC1=NN(C(N)=S)C(=O)C1N=Nc1ccccc1C(=O)O (stereo not drawn)	-0.2
C[C@@H]1CN([C@H](C)CO)C(=O)CCCn2nncc2CO[C@@H]1CN(C)C(=O)NC1CCCCC1	0.1

# Next records:
canonical_smiles	TTR transcr act
CC(=O)OC(C(=O)N1CCOCC1)c1c(F)cccc1F (stereo not drawn)	-0.1
Nn1c(C2CCCCC2)nc2ccccc2c1=O	-0.1
CCNS(=O)(=O)c1ccc2nc(NC(=O)/C=C/c3cc(OC)c(OC)c(OC)c3)sc2c1	-0.5
CCCc1cc(=O)[nH]c(SCC(=O)N(CC)c2c(N)n(Cc3ccccc3)c(=O)[nH]c2=O)n1	0.1
COc1ccc(-c2nc3cc(C)c(Br)c(C)n3c2Cc2ccccc2)cc1OC	0.9
COCc1cc(C)nc2sc(C(=O)Nc3nccs3)c(N)c12	-1.7
O=C(N=C1SC2CS(=O)(=O)CC2N1c1cccc(Cl)c1Cl)C1CCCO1 (stereo not drawn)	-0.1
CC1CCC(=O)N(CCSc2ccccc2)CC1 (stereo not drawn)	-3.3

# Further results follow:
canonical_smiles	TTR transcr act
O=C1N=C(N2CCOCC2)S/C1=C\c1ccc(-c2ccccc2Cl)o1	0.6
NNC(=O)c1ccc(N2CCCCCC2)c([N+](=O)[O-])c1	1.4
CCOC(=O)C1CCN(C(=O)CN2C(=O)COc3ccc(C(C)(C)C)cc32)CC1	0.2
COc1ccccc1C1CC(c2cccc(NS(C)(=O)=O)c2)=NN1S(=O)(=O)c1ccccc1 (stereo not drawn)	-0.5
Nc1nc(NCc2ccc(Cl)cc2)nc(NCCO)c1[N+](=O)[O-]	2.0
O=C(NCCCN1CCCC1=O)C(=O)Nc1cccc(F)c1	-0.7
COc1ccc(Nc2c(-c3cccc(OC)c3)nc3nc(C)cc(C)n23)cc1	-0.6
O=[N+]([O-])c1ccc(-c2csc(N3CCCCCC3)n2)cc1	-2.3

# Later entries.
canonical_smiles	TTR transcr act
C[C@@H]1CN([C@@H](C)CO)C(=O)CCCn2nncc2CO[C@@H]1CN(C)C(=O)c1ccc2ccn(C)c2c1	-0.7
CN(C)CCCNC(=O)c1ccc(Cl)c(S(=O)(=O)N(C)c2ccccc2)c1	3.3
CCC(C)(C(=O)Nc1c(C)cccc1C)N(C)C(=O)c1ccc2ccccc2n1 (stereo not drawn)	1.3
Cn1c(CN2CCCC2)nc2cc(NC(=O)C3CCCCC3)ccc21	-1.6
COC(=O)[C@]12C[C@H](CC(=O)NCCCN3CCCC3=O)C(=O)N(Cc3cccc4ccccc34)C1=C[C@H](C(C)C)O[C@@H]2C1CC1	-1.2
NC(N)=N/N=C/c1ccc2cccc(OCc3ccccc3)c2n1	-1.3
O=S(=O)(NCC(c1ccco1)N1CCCCC1)c1ccccc1C(F)(F)F (stereo not drawn)	-1.2
Oc1ccc(N=Nc2n[nH]c(-c3ccc(Cl)cc3)n2)cc1	1.6

# Going on with the list.
canonical_smiles	TTR transcr act
CCOC(=O)c1cn2nc(Oc3ccc(C)cc3)ccc2n1	-0.5
CC1(c2nnnn2-c2ccc3c(c2)OCCO3)CCC(=O)N1CCc1ccc(O)cc1 (stereo not drawn)	-0.2
COC(=O)c1cc(NC(=S)Nc2cc(Cl)cc(Cl)c2)cc(C(=O)OC)c1	2.3
COc1ccccc1NC(=O)C1C2C=CC(C2)C1C(=O)NCc1cccnc1 (stereo not drawn)	3.4
O=C(CCN1CCCCCC1)Nc1ccc2c(c1)OCCO2	0.3
CCOC(=O)c1sc2ccccc2c1OC(=O)c1ccccc1OC	-4.7
CNC(=O)c1c(NC(=O)C2=COCCO2)sc2c1CCCC2	1.4
Cc1cc(-n2c(C)c3c(C)nnc(C)c3c2C)ccc1N	-2.4

# Next part:
canonical_smiles	TTR transcr act
Cc1cc(C)c2cc(CN(CCN(C)C)C(=O)Nc3ccccc3Cl)c(=O)[nH]c2c1	1.2
O=C(CCC1CCCN(C(=O)c2ccsc2)C1)NCc1ccc(F)c(F)c1 (stereo not drawn)	-2.0
CC1CCC(NC(=O)c2cccc(S(=O)(=O)NCc3ccccc3)c2)CC1 (stereo not drawn)	-0.5
O=C(NCCCN1CCOCC1)C(=O)N/N=C/c1ccccc1Cl	-1.8
CNC(=O)COC(=O)c1ccccc1NC(=O)c1ccco1	1.5
O=C(N=C1SC2CS(=O)(=O)CC2N1c1ccc(Br)cc1F)C1CC1 (stereo not drawn)	0.6
COc1ccc(N(C)S(=O)(=O)c2cccc(C(=O)OCC(=O)N3CC(C)CC(C)C3)c2)cc1 (stereo not drawn)	-1.5
Cc1sc(NC(=O)CSc2nnc3scc(-c4ccccc4)n23)c(C#N)c1C	-2.5

# (further entries)
mol	TTR transcr act
Cc1c(C)n(Cc2ccccc2)c2ccc(C(=O)NCCN3CCOCC3)cc12	-0.3
N#CCc1ccc(OC(=O)c2cccnc2Cl)cc1	0.7
O=C(Oc1cccc([N+](=O)[O-])c1)N1CCCCC1	-1.1
Cc1ccccc1C(=O)NNC(=S)NC(=O)COc1ccccc1	0.4
CCN1N=C(c2ccccc2)CCC1=O	-1.8
O=C(COC(=O)c1cccc(C(=O)OCC(=O)NC2CC2)n1)NC1CC1	0.4
O=C(Nc1ccccc1)OCCN1CCCC12CCC(c1ccccc1)CC2 (stereo not drawn)	0.3
Cc1sc(NC(=O)CN(Cc2ccccc2)C(=O)C(C)C)c(C(N)=O)c1C	-0.8
CCN(CC)CCCn1c(=S)[nH]c2cc(C(=O)OC)ccc2c1=O	-0.2
O=C(CSc1ncn(-c2ccccc2)n1)Nc1nc2c(s1)CCCC2	6.0

# Later entries
mol	TTR transcr act
Cc1cccc(CSCc2nnc(N)s2)c1	2.9
CCOn1c(=O)c(-c2ccc(Cl)cc2)[n+]([O-])c2ccccc21	0.7
CCOC(=O)c1c(NC(=O)C2=C(C)NC(=S)NC2c2ccccc2C(F)(F)F)sc(C)c1C (stereo not drawn)	-0.4
COC(=O)CCCC1=CC2=C(c3ccccc3)C(=O)C(C)(OC(=O)C3CCCC3)C(=O)C2=CN1CCc1ccccn1 (stereo not drawn)	0.4
O=C1NC[C@H](Cc2ccccc2)N(C[C@@H]2CCCN2C[C@H](Cc2ccccc2)N2C[C@H](Cc3ccc(O)cc3)N(CCc3ccccc3)C(=O)C2=O)C1=O	-2.5
CC(OC(=O)C1CCCO1)C(=O)NC1CCCC1 (stereo not drawn)	1.5
CCNC(=O)C(=O)Nc1ccc2c(c1)N(S(=O)(=O)c1cccs1)CCC2	-1.5
O=C(CC1OC(=O)c2ccccc21)Nc1cc(Cl)ccc1N1CCCC1 (stereo not drawn)	-0.8
CCCCc1ccc(N=N/C(C(=O)Nc2ccccc2OC)=C(/C)O)cc1	4.3
O=C(NC1CCCc2ccccc21)C1CCN(S(=O)(=O)c2ccccc2F)CC1 (stereo not drawn)	0.8

# (more compounds)
mol	TTR transcr act
C=CCSc1ccccc1C(=O)Nc1ncn[nH]1	-1.0
O=C(O)C1CCN(c2ccccc2[N+](=O)[O-])CC1	-1.0
COC(=O)[C@]12C[C@H](CC(=O)NCC3CCCCC3)C(=O)N(Cc3ccco3)C1=C[C@H](C1CCCC1)O[C@@H]2C	0.9
CC(C)[C@H]1COCCS(=O)(=O)N1Cc1ccc(Cl)cc1	2.6
COc1cccc(CNc2nc(NC(C)C)nc3ccsc23)c1OC	-2.8
COc1ccc(CC(=O)N/N=C/C=C/c2ccc3c(c2)OCO3)cc1OC	1.8
CCC1(C)Cc2c(sc3nnn(Cc4ccccc4Cl)c(=O)c23)CO1 (stereo not drawn)	-1.4
OC(CNCCc1ccc(Cl)cc1)COc1ccc2ccccc2c1 (stereo not drawn)	0.3
O=C(CC(c1ccccc1)c1ccco1)Nc1nccs1 (stereo not drawn)	-1.3
O=C(CSc1nnnn1-c1ccccc1)NCc1cccs1	1.3

# (cont.)
mol	TTR transcr act
COC(=O)c1cc2c(ccn2-c2ccc(F)cc2)n1CC(=O)N1CCN(C(=O)c2ccco2)CC1	1.2
CC(=O)N1CCN(c2ccc(NC(=O)/C=C/c3ccccc3)cc2)CC1	-0.5
Cn1ccnc1SCc1cn2cc(Br)ccc2n1	1.1
COc1ccc(C2=CC(=O)C[C@H](COCc3ccccc3)N(C(=O)OC(C)(C)C)O2)cc1	2.9
COc1ccc(N2C(=O)c3ccccc3NC23CCCCC3)cc1	2.3
CCOC(=O)C1=CN(Cc2cccc(F)c2)S(=O)(=O)N(C)C1c1ccc(C(F)(F)F)cc1 (stereo not drawn)	2.2
CC1(c2cccc(Br)c2)NC(=O)NC1=O (stereo not drawn)	-0.5
C/C(=N\NC(=O)Cc1ccccc1)c1ccc(Br)s1	-0.8
Cc1ccc(C)c(N2C(=O)c3cc(N4CCOCC4)c([N+](=O)[O-])cc3C2=O)c1	-0.5
CC1Oc2ccccc2N(CC(=O)NCc2cccs2)C1=O (stereo not drawn)	6.8

# The list continues:
mol	TTR transcr act
CCOC(=O)c1ccc(N2CCOCC2)c(NC(=O)COCC(=O)O)c1	-2.5
COC(=O)CNC(=O)c1ccccc1F	1.1
COc1cccc(-c2nn(-c3ccccc3)cc2/C=C\C(=O)c2cccs2)c1	-3.1
NNC(=O)CSc1nnc(-c2ccccc2)n1-c1ccccc1	-0.7
